# PHOSPHO1 block: PubChem AID 1565; recombinant PHOSPHO1, absorbance phosphatase assay; inhibition, % at 13.3 µM; 290,000 tested, 1.1% active; Phosphoethanolamine/phosphocholine phosphatase (Homo sapiens), Q8TCT1; in the data active means inhibition above about 60%
# Target sequence (Q8TCT1 whole entry, looked up): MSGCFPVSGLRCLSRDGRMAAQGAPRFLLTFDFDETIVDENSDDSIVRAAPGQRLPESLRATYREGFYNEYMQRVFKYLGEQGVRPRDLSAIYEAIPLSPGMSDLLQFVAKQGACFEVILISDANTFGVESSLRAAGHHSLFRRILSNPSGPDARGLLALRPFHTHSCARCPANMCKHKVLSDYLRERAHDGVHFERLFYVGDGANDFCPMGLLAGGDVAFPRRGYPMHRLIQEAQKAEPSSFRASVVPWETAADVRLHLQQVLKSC
# V1R ag counter: agonists of human V1a receptor, primary screen, counter-screen for OXTR agonist project, fluorescence, CHO-V1R cells. Vasopressin V1a receptor (Homo sapiens), P37288. Fluo-8 calcium fluorescence, agonist mode; 0% DMSO, 100% 3 nM vasopressin. activation, % at 3 µM. 320,000 tested, 0.25% active;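 active means activation above the mean activation of all tested compounds plus 3 SD, per screening run, cut at about 20% in these data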;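 further: signal is peak over basal fluorescence ratio across a 100 second FLIPR read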
# OXTR ag: human OXTR agonists, primary screen, fluorescence, CHO-OTR cells, Fluo-8 calcium. Oxytocin receptor (Homo sapiens), P30559. AID 2435, 2010. activation, % at 3 µM. Fluo-8 calcium fluorescence; normalized: DMSO 0%, oxytocin 100%. 320,000 tested, 0.32% active;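 active means activation above the mean of all tested compounds plus 3 SD, cutoff set per screening run, cut at about 20% in these data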;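 further: peak over basal fluorescence ratio from a 100 s FLIPR kinetic read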
# Target sequence (P30559 whole entry, looked up): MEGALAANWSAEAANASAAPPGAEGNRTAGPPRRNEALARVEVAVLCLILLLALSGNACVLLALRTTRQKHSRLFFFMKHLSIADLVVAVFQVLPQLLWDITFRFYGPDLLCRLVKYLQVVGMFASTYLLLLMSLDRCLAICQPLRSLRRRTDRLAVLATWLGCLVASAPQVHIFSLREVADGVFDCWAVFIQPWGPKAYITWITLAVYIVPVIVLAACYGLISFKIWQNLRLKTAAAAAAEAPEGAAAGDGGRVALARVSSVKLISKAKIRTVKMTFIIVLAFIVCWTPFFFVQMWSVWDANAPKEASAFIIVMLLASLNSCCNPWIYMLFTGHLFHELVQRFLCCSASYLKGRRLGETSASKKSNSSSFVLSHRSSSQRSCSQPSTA
# GPR7 antag: GPR7 receptor antagonists, primary screen, cell-based, fluorescence, single concentration. inhibition, % at 4.4 µM. 290,000 tested, 1.1% active. GPR7-expressing cells, fluorescence antagonist assay; in the data active means inhibition above about 16%, passing the limit was not always enough;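 further: cells stimulated with the agonist NPW; 0% = agonist with vehicle and 100% = vehicle without agonist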
# Target sequence (P48145 whole entry, looked up): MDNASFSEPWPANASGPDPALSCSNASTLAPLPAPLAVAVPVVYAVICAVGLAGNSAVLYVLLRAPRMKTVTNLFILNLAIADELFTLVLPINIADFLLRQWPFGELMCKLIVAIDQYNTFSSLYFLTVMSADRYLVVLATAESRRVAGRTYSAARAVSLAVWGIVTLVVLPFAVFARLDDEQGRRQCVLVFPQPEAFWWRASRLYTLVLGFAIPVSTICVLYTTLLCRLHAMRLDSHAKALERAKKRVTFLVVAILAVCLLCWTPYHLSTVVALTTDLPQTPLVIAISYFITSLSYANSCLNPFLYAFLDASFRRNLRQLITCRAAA
# GalR3 antag: GalR3 antagonists in HEK293 cells, primary screen, cell-based, fluorescence readout; HEK293 GalR3-CNG cAMP membrane potential fluorescence; galR3 body fused to GalR1 C-terminus; 360,000 tested, 0.44% active; AID 651719, 2012; inhibition, % at 3 µM;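 active means inhibition above the screen-wide average plus 3 SD, cut at about 13% in these data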;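 further: forskolin and galanin both at EC90 stimulate the cells; cAMP rise reported by CNG channel membrane potential dye signal; 0% = forskolin plus galanin with DMSO and 100% = forskolin alone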
# HCV NS3 hel inh: inhibitors of HCV NS3 helicase, primary screen, biochemical, Cy5 molecular beacon fluorescence. 290,000 tested, 0.56% active. NS3 helicase DNA unwinding. Hepatitis C virus NS3 helicase. AID 1800, 2009. inhibition, % at 10.9 µM;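 active means inhibition above the mean of all tested compounds plus 3 SD, set per campaign, cut at about 35% in these data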;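 further: 0% = DMSO wells and 100% = thioflavine S control wells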
#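 System: NS3 helicase fragment of HCV / Schedule: 1 h at 25 °C / Control set: DMSO alone as 0% and 110 µM thioflavine S as 100% / Reagent: Cy5/quencher beacon DNA duplex and ATP to start / Technique: Cy5 fluorescence / Replication: singlicate / Evaluation: % inhibition of end-to-start signal ratio versus controls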
# DNA FID counter: compounds displacing fluorescent DNA intercalator, primary screen, artefact control for HCV NS3 helicase inhibitor project, biochemical, FID fluorescence. 290,000 tested, 0.17% active. DNA fluorescent intercalator displacement. AID 1845, 2009. inhibition, % at 7.9 µM; in the data active means inhibition above about 37%;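 further: 0% = vehicle and 100% = reference compound; higher means more ethidium bromide displaced from hairpin DNA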
# VIM-2 inhibitor: VIM-2 metallo-beta-lactamase inhibitors, primary screen, biochemical, epi-absorbance readout, Pseudomonas aeruginosa enzyme; purified VIM-2, nitrocefin hydrolysis, epi-absorbance fluorescence; inhibition, % at 5.6 µM; 290,000 tested, 0.89% active; AID 1527, 2009;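 active means inhibition above the mean of all tested compounds plus 3 SD, cutoff set per screening run, cut at about 7.5% in these data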;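 further: red hydrolysis product quenches plate fluorescence so inhibitors raise well fluorescence; 0% = enzyme with DMSO and 100% = DMSO without enzyme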
# IMP-1 inh: IMP-1 metallo-beta-lactamase inhibitors, primary screen, biochemical, epi-absorbance readout, Pseudomonas aeruginosa enzyme; AID 1556, 2009; metallo-beta-lactamase IMP-1 (Pseudomonas aeruginosa); purified IMP-1, nitrocefin hydrolysis, epi-absorbance fluorescence; 290,000 tested, 0.45% active; inhibition, % at 5.6 µM;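 active means inhibition above the mean plus 3 SD of all compounds in the same screening run, cut at about 4.5% in these data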;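 further: 0% = IMP-1 with DMSO and 100% = DMSO wells lacking enzyme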
#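 System: purified IMP-1 / Input: IMP-1 dispensed at 0.2 nM / Medium: 50 mM HEPES pH 7.1, 50 µM ZnSO4, 0.05% Brij 35 / Timing: 15 min enzyme–compound preincubation, then 25 min nitrocefin reaction, 25 °C / Technique: plate fluorescence quenching by hydrolysis product, ex 480/em 530 nm / Repeats: singlicate testing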
# * hit, by the source's call; / = not tested or not shown.
# Value order: PHOSPHO1 block	V1R ag counter	OXTR ag	GPR7 antag	GalR3 antag	HCV NS3 hel inh	DNA FID counter	VIM-2 inhibitor	IMP-1 inh
- Cc1ccc(C(=O)N2CC(C)CC(C)C2)cc1NC1=NC2CS(=O)(=O)CC2S1 (stereo not given)
  28	0.6	-0.7	1	/	-4	-19	-4.0	-4.2
- Cc1cccc(OCCNc2cc(N3CCN(C)CC3)ccc2[N+](=O)[O-])c1
  -1	5.9	4.5	-3	-11	-20	12	-0.8	-3.8
- O=C1/C(=C\c2ccccc2Cl)SC(=S)N1CCC(=O)N1CCCc2ccccc21
  -4	-0.2	0.2	-6	-3	13	-3	-2.8	-1.9
- CCOC(=O)c1sc(NC(=O)CSc2nnc(C)s2)c(C(=O)OCC)c1C
  4	-0.1	-0.9	-15	-6	6	-3	-2.1	-1.6
- CCOC(=O)N1CCC(NC(=O)CCc2nc(-c3ccccc3F)no2)CC1
  -5	1.6	-0.3	-18	3	-6	-19	-4.3	-3.0
- O=[N+]([O-])c1cc(Cl)ccc1Nc1ccccc1
  4	-1.5	-2.4	-8	/	-3	8	-2.9	-5.9
- Cc1ccccc1C(=O)NNC(=O)C1CCCN(c2ncccn2)C1 (stereo not given)
  32	0.7	0.0	-12	-2	-2	0	-2.4	-1.5
- CC(C)CCNC(=O)C(c1ccco1)N(Cc1ccccc1)C(=O)c1snc(C(N)=O)c1N (stereo not given)
  0	-0.9	-2.4	0	-6	0	-39	-1.2	-2.7
- Cc1c(C=O)c2ccccc2n1CC(=O)N1CCc2ccccc2C1
  -12	3.6	13	14	-4	9	-16	1.5	-0.1
- Cc1cc([N+](=O)[O-])ccc1NC(=O)CSc1nncn1-c1cccnc1
  8	2.2	0.9	-2	3	8	-1	-5.7	-4.1
- N#C/C(=C(/O)CCl)c1nc2ccccc2[nH]1
  12	1.2	1.4	-4	0	6	2	50*	0.3
- Cc1ccc(S(=O)(=O)NC(C)c2ccccc2)cc1[N+](=O)[O-] (stereo not given)
  19	-0.7	-1.0	-9	-8	4	1	-1.4	-1.9
- CCN(CC)CCCN1C(=O)C(O)=C(C(=O)c2ccco2)C1c1ccc(OC(C)C)cc1 (stereo not given)
  15	1.7	-0.3	-14	-5	-6	2	-2.2	-3.1
- O=C(Cc1ccc2c(c1)OCCO2)N1CCN(S(=O)(=O)c2cccs2)CC1
  -6	2.4	1.4	1	-5	5	-14	-0.7	-2.7
- O=C(NNC(=O)c1csc(-c2cnccc2C(F)(F)F)n1)c1ccc(C(F)(F)F)cc1
  -3	3.3	-0.8	-12	-6	4	-14	-1.8	-2.8
- CC1CCCC(C)N1CC(O)Cn1c2ccccc2c2ccccc21 (stereo not given)
  39	1.5	2.9	9	-10	-5	8	-1.9	-1.5
- COc1ccc(S(=O)(=O)N2CCOC2CNC(=O)C(=O)NCCN2CCOCC2)cc1C (stereo not given)
  38	-0.7	-0.2	-27	-1	-3	-6	-3.8	-4.5
- Cn1c(SCc2ccccn2)nnc1-c1cnccn1
  6	0.9	0.7	1	-6	4	-2	-3.4	-2.5
- O=C(CCNS(=O)(=O)c1ccc(Cl)cc1)NCc1cccnc1
  18	0.5	-0.1	-12	-5	3	-1	-0.4	-3.9
- CCOc1ccc(CC2S/C(=N/N=C/c3ccco3)NC2=O)cc1 (stereo not given)
  20	0.4	0.2	-15	-2	-5	-4	-2.7	-2.6
- CC1CCCCN1C(=O)CSc1nc(-c2ccccc2)cc(=O)[nH]1 (stereo not given)
  -6	0.8	-0.4	5	2	6	-8	-0.8	-0.6
- CC(C(=O)NN=C(c1ccccc1)c1ccccc1)N1CCOCC1 (stereo not given)
  45	-0.5	-1.9	-12	1	5	-26	-1.6	-2.6
- Cc1cccc(C)c1NC(=O)CSc1nnc(-c2cccnc2)o1
  2	0.5	0.3	-13	-5	0	-2	-2.4	-2.9
- CCN(CC)S(=O)(=O)c1ccc(S(=O)(=O)N2CCN(C(=O)c3ccco3)CC2)cc1
  7	0.1	0.5	-4	-3	2	-2	-4.9	-1.6
- CC1(C)CC(NC(=O)C23CCC(C)(C2Br)C3(C)C)CC(C)(C)N1 (stereo not given)
  -8	1.4	0.0	-15	-5	3	14	-3.2	-1.1
- CCC(=O)N1CCN(c2ccc(NC(=S)NC(=O)c3cccc([N+](=O)[O-])c3)cc2)CC1
  2	7.2	6.9	-4	-5	-1	-4	-2.6	-0.6
- Cc1ccc(NC(=S)NCCc2ccc(S(N)(=O)=O)cc2)cc1C
  1	1.0	-1.9	2	4	-18	-3	-0.8	-0.2
- CC1Sc2ccc(S(=O)(=O)CCC(=O)NCc3ccccc3)cc2NC1=O (stereo not given)
  27	4.1	0.6	2	1	3	-28	-1.8	-0.3
- CCOc1ccc(-n2c(C)cc(/C=N/N(C)C)c2C)cc1
  19	-0.5	-1.5	-12	-4	9	-9	-0.9	-3.2
- CC(C)Oc1ccc(/C=C/C(=O)NCC2COc3ccccc3O2)cc1 (stereo not given)
  -8	-0.2	-0.1	-12	-4	-17	-27	-2.2	-2.9
- COc1ccc(CCN(C)C(=O)CCCN2C(=O)c3cccc4cccc(c34)C2=O)cc1OC
  -19	-0.8	-0.6	-13	1	-2	-67	-0.1	-0.7
- CCOC(=O)N1CCN(C(=O)CCSc2ccc(C)cc2)CC1
  -2	-0.5	-1.1	2	-3	0	-31	-0.8	0.5
- O=C(COC(=O)c1ccccc1Br)Nc1ccccc1F
  36	-0.9	-2.0	2	-3	-1	-6	-4.0	-0.9
- Cc1ccc(C(=O)NCc2ccccn2)o1
  3	0.6	-0.2	-1	-1	-3	1	-2.6	-1.4
- CCCc1cc(=O)oc2cc(OCC(=O)NCCCN3CCOCC3)ccc12
  41	0.1	1.1	-12	10	-4	-5	-1.9	-1.7
- Cc1nc2ccccc2c(=O)n1NC(=O)c1cncc(Br)c1
  27	-0.2	0.3	1	-5	1	-2	-2.4	-3.3
- O=C(CN1C(=O)CCC1=O)Nc1ccc(Cc2ccc(NC(=O)CN3C(=O)CCC3=O)cc2)cc1
  38	0.8	0.5	-5	-8	-2	-5	-1.6	-1.7
- O=C(O)c1cnc(-c2ccccc2)nc1C(F)(F)F
  47	0.8	-0.7	-12	1	4	-1	-1.1	-3.9
- Oc1ccc(-c2nccc(-c3ccc(Br)cc3)n2)cc1
  20	0.9	0.1	-17	-7	-23	-5	-2.4	-3.2
- CCCCOC(=O)C1C2C=C[C@]3(CN(CCCOC)C(=O)[C@H]13)O2 (stereo not given in full)
  -8	0.5	0.9	-3	-2	-12	2	2.4	0.9

# An excerpt from above in order of their number in GPR7 antag, rising.
structure	GPR7 antag
CCCc1cc(=O)oc2cc(OCC(=O)NCCCN3CCOCC3)ccc12	-12
Cn1c(SCc2ccccn2)nnc1-c1cnccn1	1
O=C(COC(=O)c1ccccc1Br)Nc1ccccc1F	2

# Quoted at random: three compounds from above.
# Value order: PHOSPHO1 block	V1R ag counter	OXTR ag	GPR7 antag	GalR3 antag	HCV NS3 hel inh	DNA FID counter	VIM-2 inhibitor	IMP-1 inh
- O=C(Cc1ccc2c(c1)OCCO2)N1CCN(S(=O)(=O)c2cccs2)CC1
  -6	2.4	1.4	1	-5	5	-14	-0.7	-2.7
- O=C(NNC(=O)c1csc(-c2cnccc2C(F)(F)F)n1)c1ccc(C(F)(F)F)cc1
  -3	3.3	-0.8	-12	-6	4	-14	-1.8	-2.8
- CC(C(=O)NN=C(c1ccccc1)c1ccccc1)N1CCOCC1 (stereo not given)
  45	-0.5	-1.9	-12	1	5	-26	-1.6	-2.6

# Carrying on:
# Value order: PHOSPHO1 block	V1R ag counter	OXTR ag	GPR7 antag	GalR3 antag	HCV NS3 hel inh	DNA FID counter	VIM-2 inhibitor	IMP-1 inh
- CCOC(=O)C1CCN(CC(O)COc2ccc(C(C)(C)C)cc2)CC1 (stereo not given)
  -8	3.1	3.6	-7	-1	-18	19	-4.4	-3.8
- COc1ccc(NCc2cc(=O)[nH]c3ccccc23)cc1
  26	/	/	-2	-6	8	-7	-1.2	-2.5
- CC(C)C(=O)N1CCN(c2cc(N3CCN(C)CC3)c(F)cc2[N+](=O)[O-])CC1
  9	0.9	1.1	-8	0	-1	16	-3.7	-3.7
- Cn1c(SCC(=O)N2CCCC2)nnc1-c1ccc(S(=O)(=O)N2CCCC2)cc1
  42	0.4	1.0	-15	-7	8	-7	-2.7	-0.6
- NC(=S)N/N=C/c1ccc(C(F)(F)F)cc1
  11	0.5	-1.4	-1	-3	14	-10	-2.4	-3.1
- Cc1ccc(CS(=O)(=O)CCC(=O)O)cc1
  5	-0.1	0.2	8	-3	3	12	-3.1	-1.5
- CN(C)CC[n+]1ccc(C(=O)c2ccccc2)cc1
  20	0.9	0.6	-13	-5	-6	11	-1.4	0.4
- Cc1ccccc1S(=O)(=O)Cc1ccc(C(=O)NCCN(Cc2ccccc2)C(C)C)o1
  1	0.8	0.0	-4	-8	-3	11	0.6	-2.9
- Cc1ccc(-c2cn3cccnc3n2)cc1NC(=O)c1c(-c2ccccc2Cl)noc1C
  8	-0.2	-0.5	-1	-5	-7	-22	-3.0	-2.6
- CC(C)c1ccc(NC(=O)CCS(=O)(=O)c2cccc3nonc23)cc1
  26	0.7	1.6	-3	-8	-5	-10	-0.3	-1.4
- COc1ccc(C(=O)NCCc2cnc[nH]2)cc1OC
  23	1.0	0.8	-4	-10	4	2	-1.8	-2.0
- NS(=O)(=O)c1ccc(NC(=O)COC(=O)C2(c3ccc(F)cc3)CCCC2)cc1
  -17	10	6.0	-2	-6	-4	-9	-2.9	-1.8
- CCOc1ccc(NC(=O)Nc2cccs2)cc1
  24	3.5	3.1	15	-4	2	-2	-2.7	1.1
- O=c1[nH]c2ccc(N=Cc3c(O)ccc4cc(Br)ccc34)cc2[nH]1
  -16	/	/	-3	2	4	-12	-2.7	-4.4
- O=C(Nc1cccc(-c2ccccc2)c1)N1CCN(C(=O)Nc2cccc(-c3ccccc3)c2)CC1
  28	0.1	0.9	-12	6	-1	-2	-1.3	-0.4
- Cc1ccc(NCc2ccccc2O)cc1
  -1	0.1	0.5	0	1	1	-1	-4.3	-5.2

# Bioassay records as filed in PubChem.
